Assay outcomes as filed in PubChem.
GlmU inhibition = inhibition of mycobacterial GlmU enzyme – biochemical, glucosamine-1-phosphate acetyltransferase (AID 1376) | Bifunctional protein GlmU (Mycobacterium tuberculosis (strain ATCC 25618 / H37Rv)) | M. tuberculosis GlmU acetyltransferase enzyme assay; higher % means a stronger effect | inhibition, %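 (tested at 30 µM in the primary screen)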; hits with a dose series show IC50 in µM | hit rate 0.25% among 220,000; in the data active means inhibition above about 13%;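 further: 0% = complete reaction with vehicle and 100% = reaction without substrate; strong numbers were not always called active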
Mtb RmlCD inh = M. tuberculosis RmlC/RmlD coupled enzyme inhibitors, primary screen, biochemical, compound mixtures, 384-well, from 1536-well plates. dTDP-4-dehydrorhamnose reductase (Mycobacterium tuberculosis (strain ATCC 25618 / H37Rv)) …. RmlC+RmlD coupled enzyme assay, percent inhibition; primary screen in compound mixtures. inhibition, % at 3.6 µM. hit rate 0.03% among 160,000; in the data active means inhibition mostly above about 34%, no sharp cut-off; further: some results filed as inactive read as strong as hits
Target sequence (P9WH09 whole entry, looked up): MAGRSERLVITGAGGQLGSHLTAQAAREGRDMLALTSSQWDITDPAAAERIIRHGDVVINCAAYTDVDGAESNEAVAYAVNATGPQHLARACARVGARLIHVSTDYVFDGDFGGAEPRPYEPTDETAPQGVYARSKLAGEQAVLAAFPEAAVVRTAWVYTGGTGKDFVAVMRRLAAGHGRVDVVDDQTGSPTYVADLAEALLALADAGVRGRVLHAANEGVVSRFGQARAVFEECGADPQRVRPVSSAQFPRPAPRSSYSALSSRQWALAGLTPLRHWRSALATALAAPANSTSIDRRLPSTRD
Target sequence (P9WH11 whole entry, looked up): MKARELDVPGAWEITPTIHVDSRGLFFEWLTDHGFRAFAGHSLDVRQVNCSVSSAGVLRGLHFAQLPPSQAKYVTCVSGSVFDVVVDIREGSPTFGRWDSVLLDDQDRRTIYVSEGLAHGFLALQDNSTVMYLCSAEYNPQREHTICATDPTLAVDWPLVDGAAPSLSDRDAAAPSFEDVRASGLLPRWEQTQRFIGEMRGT
Active calls of the source: *; nt = not tested or not shown. Not all compounds are listed, so the mix of outcomes need not match the whole.

SMILES	GlmU inhibition	Mtb RmlCD inh
Cc1ccc(NS(=O)(=O)c2cc(NC(=O)C(C)Oc3ccccc3)ccc2C)c(C)c1 (configuration not stated)	3.8%	8.3
CN(Cc1cnccn1)Cc1nc(Cc2cccc(F)c2)no1	-4.1%	nt
CCCCOc1ccc(OCCCN2CCOCC2)cc1	6.4%	nt
O=C(COC(=O)Cn1cnc2ccccc2c1=O)Nc1ccc(Cl)c(C(F)(F)F)c1	-4.0%	-24.7
Cc1ccc(C(=O)OCC(=O)c2ccc[nH]2)s1	-2.8%	4.7
CC(=O)c1cccc(NC(=O)C2C(c3ccccc3)C2(Cl)Cl)c1 (configuration not stated)	1.8%	nt
O=C(Nc1ccc(Cl)cn1)c1cccnc1	7.2%	nt
CCOc1ccc(C(=O)N[C@H](C(=O)O)C(C)C)cc1	-4.8%	-9.1
COC(=O)c1ccccc1OCc1cccc(C)n1	0.2%	6.9
COc1ccc(NC(=S)N2CCN(c3ccccn3)CC2)cc1OC	-2.7%	-3.1
O=C(OCc1ccccc1Cl)c1cccnc1Cl	-0.1%	nt
CCNC(=S)NNC(=O)C1CCN(Cc2ccccc2)CC1	2.5%	-12.7
c1cncc(CNc2cccc(-c3nc4ccccc4[nH]3)c2)c1	2.4%	nt
CC1(C)Nc2ccccc2N(CCC(=O)N2CCOCC2)C1=O	2.9%	nt
CCN(CC)S(=O)(=O)c1ccc(NC(=S)NC(=O)CC(C)C)cc1	-0.5%	11.4
Cc1ccc(S(=O)(=O)c2c(C)nn(-c3ccccc3)c2OC(=O)c2ccc(Br)o2)cc1	1.9%	4.4
O=[N+]([O-])c1cccc(-c2ncc3ccccn23)c1	1.8%	-4.6
CC(=O)c1cc(C#N)c(Oc2ccc(F)cc2)nc1C	3.0%	nt
O=C(C1CCN(Cc2nc(-c3ccc(Cl)cc3)no2)CC1)N1CCOCC1	0.9%	4.8
Cc1ccc(Nc2cc(-n3cccn3)ncn2)c(C)c1	-2.5%	5.1
Cn1c(=O)c(Oc2ccc(Cl)cc2)c(O)c2ccccc21	-2.8%	0.9
COc1ccc(O)c(C(=O)/C=C/c2cc3ccccc3o2)c1	-2.8%	nt
CC(=O)Nc1cccc(C(=O)/C=C/c2ccc(N(C)C)cc2)c1	-10.0%	-0.1
OC1CSc2nc3ccccc3n2C1 (configuration not stated)	3.9%	nt
Cc1cc(=O)c2cccc(Br)c2[nH]1	-3.7%	nt
O=C(Nc1ccc(Br)cc1)c1cc2ccccn2n1	8.0%	-10.1
Cc1cc(C)c(S(=O)(=O)N(C)CC(N)=O)c(C)c1	-4.1%	nt
Clc1cccc(Oc2ncc(CN3CCOCC3)s2)c1	-1.4%	21.6
O=C(Nc1ccc([N+](=O)[O-])cc1)Nc1ccc(Cl)cc1F	-1.9%	4.0
CCCCc1c(C)nn(-c2nnc3c4ccccc4n(CC)c3n2)c1C	0.9%	-2.0
CC(=O)c1ccc(S(=O)(=O)N2CCN(C(C)=O)CC2)cc1	0.8%	2.5
CC(=O)Nc1ccc(C(=O)NNC(=O)Cc2ccccc2)cc1	-3.6%	4.1
N[C@@H](Cc1ccccc1)c1nnc(SCc2ccccc2Cl)o1	4.0%	nt
O=C(OCc1nc2ccccc2c(=O)[nH]1)c1cccs1	6.5%	-3.6
O=C(/C=C/c1ccc(Cl)cc1Cl)c1cccnc1	-0.9%	31.9
Cc1cnc(NC(=O)c2ccccn2)s1	-6.4%	2.3
COc1ccc(Cc2noc(CN3CCCN(Cc4ccc(F)cc4)CC3)n2)cc1OC	-7.6%	9.8
Cn1ccnc1P(=S)(c1nccn1C)c1nccn1C	1.4%	-4.9
Cc1ccc(C(=O)OCC(=O)Nc2ccccc2Cl)c(O)c1	4.6%	13.1
C#CCOc1ccccc1CNc1ccccc1	5.8%	1.1
Cc1c(O)c(CN2CCCCC2)cc2c3c(c(=O)oc12)CCC3	3.9%	5.1
CC(C)C(C(=O)NCc1ccco1)N(C(=O)CNS(=O)(=O)c1ccccc1)c1ccccc1 (configuration not stated)	1.3%	6.4
COc1cc(Cl)cc(C(=O)O)c1OCC(=O)O	-3.8%	nt
Cc1cc(S(=O)(=O)N2CCCC2)ccc1OCC(=O)N1CCOCC1	5.1%	nt
CCOC(=O)C(NC(=O)CCC(=O)Nc1ccc(S(N)(=O)=O)cc1)C(O)c1ccccc1 (configuration not stated)	1.1%	4.0
O=C(CCC1CCCN(C(=O)Cn2cnnn2)C1)NCc1ccccc1F (configuration not stated)	-0.7%	nt
COc1ccc(C2C(C(=O)O)CCC(=O)N2c2ccc(C)cc2)cc1OC (configuration not stated)	0.2%	5.0
O=[N+]([O-])c1cc2c(cc1/C=N/Nc1nc(Nc3ccccc3)nc(N3CCCCC3)n1)OCO2	-3.2%	nt
COc1ccccc1OCC(=O)Nc1ccc(O)cc1C(=O)O	8.1%	-8.5
CC(C)NC(=S)N(C)C1(c2ccccc2Cl)CCCCC1=O (configuration not stated)	-1.0%	2.1
CC1(C)CC(CC(=O)NNc2nc(-c3ccccc3)cs2)C(=O)O1 (configuration not stated)	4.3%	8.7
CCOP(=O)(OCC)C(NCc1ccccc1)c1ccc(Br)cc1 (configuration not stated)	-4.4%	nt
COC(=O)c1cc(OC)c(OC)cc1NC(=O)Nc1ccccc1F	-3.8%	0.3
CC1(C)CC(=O)C(C=NCCN2CCN(C(=S)Nc3cccc(Cl)c3)CC2)=C(O)C1	3.4%	2.1
CCCCCOC(=O)C(C)c1c(C)[nH]c(=S)[nH]c1=O (configuration not stated)	1.8%	-7.6
O=C(CN1C(=O)NC2(CCCC2)C1=O)N1CCc2ccccc2C1	-2.9%	nt
CCc1ccc(C(=O)COC(=O)c2cc([N+](=O)[O-])ccc2NCCO)cc1	3.5%	-7.7
CCC(C)(C(=O)NC1CCCCC1)N(C(=O)C1CCC(=O)N1)c1ccc(C)cc1 (configuration not stated)	-0.7%	-6.6
Cc1cccc(C(=O)N(Cc2nc3ccccc3c(=O)[nH]2)C2CCCC2)c1	1.6%	7.0
CCOC(=O)c1c(C)[nH]c(C(=O)COC(=O)CNC(=O)C2CCCCC2)c1C	-1.9%	nt

Given in CSV form: part of the list above.
molecule,GlmU inhibition,Mtb RmlCD inh
COc1ccccc1OCC(=O)Nc1ccc(O)cc1C(=O)O,8.1%,-8.5
CC(C)NC(=S)N(C)C1(c2ccccc2Cl)CCCCC1=O (configuration not stated),-1.0%,2.1

Next part
SMILES	GlmU inhibition	Mtb RmlCD inh
CC(C)CCNC(=O)CCCOc1cc(=O)n(C)c2ccccc12	4.4%	nt
CCCC(=O)OC/C(O)=C(\C#N)c1nc2ccccc2[nH]1	-2.9%	5.4
CCCNC(=O)/C(=C/c1cn(S(=O)(=O)N(C)C)c2ccccc12)NC(=O)c1ccc(OC)cc1	4.0%	-8.2
CC(=O)N1CCC(=NNc2ccc(S(N)(=O)=O)cc2[N+](=O)[O-])CC1	2.1%	-14.6
CCN(CCNC(=O)C1CC(=O)N(CCc2ccccc2)C1)c1ccccc1 (configuration not stated)	3.0%	5.7
CN1CC(=O)N(CC(=O)NCc2ccc(F)cc2)c2ccccc2C1=O	0.7%	nt
CC(=O)c1c(C)[nH]c(C(=O)N(C)C(c2ccccc2)c2ccccc2)c1C	1.5%	-11.5
O=C1OCCC1Sc1nnc(-c2cccs2)n1Cc1ccccc1 (configuration not stated)	2.7%	1.3
COc1cccc(C(=O)Nc2ccccc2C(=O)N2CCCC2)c1	6.0%	10.8
Cc1ccc(CCP(=O)(O)CN2CCCCC2)cn1	4.5%	nt
CCC(C)(C)c1nnc(NC(=O)c2ccc([N+](=O)[O-])cc2)s1	-3.2%	-10.6
CCOC(=O)c1ccc2ncc(C(=O)OCC)c(Nc3ccc(N4CCOCC4)cc3)c2c1	1.2%	7.3
Nc1c(-c2cccc(Cl)c2)cnn1-c1cccc([N+](=O)[O-])c1	1.3%	4.8
CC(C)(C)NC(=O)COC(=O)c1ccc(F)cc1Cl	1.1%	-6.4
O=C1CC(N2CCC(O)(c3ccc(Br)cc3)CC2)C(=O)N1c1ccc(Cl)cc1 (configuration not stated)	-2.7%	-7.9
Cc1ccc(Cl)cc1NC(=O)COC(=O)C1CC1	-5.9%	2.4
Cc1ccc(NC(=O)c2sc(N)nc2-c2ccccc2)cc1C	6.4%	-3.5
CC1=CC(C)(C)n2c(O)c(N=NC(N)=S)c3cccc1c32	-1.2%	-7.1
CCCCCCc1cc2cc(C(=O)Nc3ccccc3OC)c(=O)oc2cc1O	5.6%	-8.5
COCCNC(=O)C1CC(=O)N(c2ccc(F)c(Cl)c2)C1 (configuration not stated)	-2.5%	nt
COc1ccc(S(=O)(=O)Nc2cccc(NC(C)=O)c2)cc1	-0.7%	nt
CCOC(=O)CN1C(=O)N[C@@H](CCc2ccccc2)C(C(C)=O)=C1C	-0.9%	nt
Clc1ccc2nc(CSc3ncn[nH]3)cn2c1	-1.6%	-1.9
CC(C)C(OC(=O)c1cccs1)C(=O)NC1CCCCC1 (configuration not stated)	2.4%	nt
CCCCn1c(O)c(/C=N/NC(=O)c2ccncc2)c(=O)[nH]c1=S	4.4%	nt
O=C(c1cc(-c2ccccc2)nc2ccccc12)N1N=C(C(F)F)CC1(O)C(F)F (configuration not stated)	-4.0%	-2.7
COc1ccccc1CNC(=O)C(NS(=O)(=O)c1cccc2nsnc12)C(C)C (configuration not stated)	-0.3%	-6.4
Cc1nnc(C)n1N	0.6%	10.8
O=C(Cn1cc(/C=N/O)c2ccccc21)N1CCOCC1	5.5%	-4.1
O=C(Cn1cc2c(n1)CCCC2)NCc1ccccn1	-0.4%	11.2
CCOC(=O)c1c(-c2ccccc2)csc1NC(=O)CSc1nncs1	-0.1%	-6.8
CCSc1nc2c(c(=O)[nH]1)C(c1cccnc1)C(C(=O)OC)=C(C)N2 (configuration not stated)	3.8%	nt
CCCNC(=O)CS(=O)Cc1nc(-c2ccccc2C)oc1C (configuration not stated)	-5.0%	1.9
CC1(C)OC2C(O1)[C@@H](CO)O[C@H]2n1cnc2c(N)ncnc21 (some centres not stated)	-1.5%	-0.7
COc1ccccc1NC(=O)c1ccc(CSc2ncccn2)cc1	2.3%	0.8
O=C(CN1CCN(C(=O)c2ccco2)CC1)Nc1cc(C(F)(F)F)ccc1Cl	-9.3%	-4.9
COc1ccc(CCNC(=O)c2cc(-c3cc(C)c(C)cc3O)n[nH]2)cc1OC	-0.1%	12.5
OCCN=C1CCCc2c1[nH]c1ccc(Br)cc21	-1.4%	nt
Oc1ccc(-c2nnc(-c3ccccc3)c(-c3ccccc3)n2)cc1	0.9%	-3.0
CCCCCCOC(=O)Nc1ccc(S(=O)(=O)Nc2cccc([N+](=O)[O-])c2)cc1	6.6%	-2.8
CS(=O)(=O)c1nc(-c2cccs2)cc(C(F)(F)F)n1	-1.7%	-1.9
CN1CCC(=NOc2ccc([N+](=O)[O-])cc2)CC1	1.5%	4.4
Cc1cccc(NC(=S)NC2CCCCC2)n1	6.7%	nt
Cc1ccccc1NC(=O)C1CCCN1S(=O)(=O)c1cccc2cccnc12 (configuration not stated)	8.2%	7.4
O=C1NC(c2cccnc2)Nc2sc3c(c21)CCCC3 (configuration not stated)	6.9%	-7.3
CCCn1nc(C(=O)Nc2ccc3nc(C)sc3c2)c2ccccc2c1=O	-7.0%	9.4
CCOC(=O)C(=CNc1ccc2c(c1)CCN2C(C)=O)C(=O)OCC	-1.1%	-3.8
CCOC(=O)Cn1c(S(=O)(=O)Cc2cccc(F)c2)nc(-c2ccccc2)c1-c1ccccc1	-5.8%	7.8
Cc1c(CNCC(C)c2ccccc2)c(C(=O)O)c(C)n1Cc1ccccc1 (configuration not stated)	2.7%	-8.1
CCCNC(=O)c1oc2ccc3c(c2c1C)C(=O)CC(C)(C)O3	2.6%	nt
CCc1nc(C)cn1S(=O)(=O)c1ccc(Cl)c(Cl)c1Cl	2.0%	-4.7
Cc1ccc(-c2ccc(/C=N/N3C(=O)C4C5C=CC(CC5)C4C3=O)o2)c([N+](=O)[O-])c1 (configuration not stated)	4.2%	7.1
O=C(O)C1CCN(C(=O)OCc2ccccc2)CC1	-4.3%	nt
O=C(O)c1ccccc1SC1CC(=O)N(c2ccc3c(c2)OCO3)C1=O (configuration not stated)	3.8%	-13.7
Cc1ccc(S(=O)(=O)N2C=CC(C(F)(F)F)=NCC2)cc1	3.8%	-7.7
O=C(CN1CCC(NC(=O)c2ccc(Br)cc2)CC1)NCc1cccs1	-4.0%	6.0
COc1ccc(C(=O)Nc2ccc3nc(N4CCCCC4)cc(C)c3c2)c(OC)c1	-6.2%	5.8
O=c1c2ccccc2c(/C=N/c2n[nH]c(CCCO)n2)c(O)n1-c1ccccc1Cl	0.2%	1.3
CN(C)[C@@H]1C(=O)C(C(N)=O)=C(O)[C@@]2(O)C(=O)C3=C(O)c4c(O)cccc4[C@@](C)(O)[C@H]3C[C@@H]12	3.9%	nt

Individual results from the entries so far.
In GlmU inhibition, `O=C(O)c1ccccc1SC1CC(=O)N(c2ccc3c(c2)OCO3)C1=O` (configuration not stated) reads 3.8%
In GlmU inhibition, `CN(C)[C@@H]1C(=O)C(C(N)=O)=C(O)[C@@]2(O)C(=O)C3=C(O)c4c(O)cccc4[C@@](C)(O)[C@H]3C[C@@H]12` reads 3.9%
In Mtb RmlCD inh, `Cc1c(CNCC(C)c2ccccc2)c(C(=O)O)c(C)n1Cc1ccccc1` (configuration not stated) reads -8.1
In Mtb RmlCD inh, `Cc1ccccc1NC(=O)C1CCCN1S(=O)(=O)c1cccc2cccnc12` (configuration not stated) reads 7.4

Two compounds drawn at random from those above:
SMILES	GlmU inhibition	Mtb RmlCD inh
CCOC(=O)Cn1c(S(=O)(=O)Cc2cccc(F)c2)nc(-c2ccccc2)c1-c1ccccc1	-5.8%	7.8
O=C(O)C1CCN(C(=O)OCc2ccccc2)CC1	-4.3%	nt
